ATXN2 expr inh: Primary qHTS for Inhibitors of ATXN expression; HEK-293 ATXN2-luciferase reporter, luminescence, 24 h; Potency, µM (titrated, usually from 57 µM), for the others: top-dose activity change, negative = inhibition, hits mostly inhibitors; 360,000 tested, 0.72% active; AID 1745845, 2022; also: potency is read from the fitted curve at half-maximal effect; % is scaled to controls: 0 for no effect and ±100 for the full control effect; nearly all actives have a fitted effect of over 55% in size
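qHTS (up to 57 uM final) was run with 24 h compound exposure of reporter cells at 37 °C. Each well was multiplexed: SteadyGlo luminescence measured ATXN2-luciferase expression after a fluorogenic Gly-Phe-AFC viability readout (25 uM final).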
A549 tox: Nrf2 qHTS screen for inhibitors: counterscreen for cytotoxicity; Potency, µM (titrated, usually from 46 µM), inactives show at the highest dose activity change, negative = cytotoxicity, usual class: inhibitors; 390,000 tested, 0.16% active; A549 ARE-Fluc cells, CellTiter-Fluor viability, 18-24 h; also: potency is read from the fitted curve at half-maximal effect; % is scaled to controls: 0 for no effect and ±100 for the full control effect
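A549 ARE_Fluc cells in 5% FBS OPTI-MEM were exposed to compounds in concentration-response for 18-24 h at 37 deg C. Viability was read by CellTiter-Fluor fluorescence (Ex 405/Em 525) after 30 min, before the luciferase read.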
TGFb inhibitor: qHTS for Inhibitors of TGF-b; AID 588855, 2011; Potency, µM (doses to about 46.1 µM), for the others: at the highest dose activity, negative = inhibition, usual class: inhibitors; HepG2 CAGA-GFP TGF-b/SMAD3 reporter, GFP fluorescence, 18 h; TGF-beta stimulated, 500 pg/mL final; 410,000 tested, 1.2% active; also: potency is read from the fitted curve at half-maximal effect; % is scaled to controls: 0 for no effect and ±100 for the full control effect; nearly all actives have a fitted effect of over 65% in size
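HEPG2 CAGA-GFP, 1000 cells/well; 2 h settle, 37 C; cpd via pin tool; TGF-b 500 pg/mL final; 18 h, 37 C; GFP imaging ex488/em500-530; %Activity normalised to -TGF-b and +DMSO controls; CRC fit, curve class.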
IL-1B inflam inh: qHTS for Inhibitors of Inflammasome Signaling: IL-1-beta AlphaLISA Primary Screen | THP-1 LPS/ATP IL-1B secretion, AlphaLISA, 16 h; hits give low values | activity change, % at 57.5 µM | 360,000 tested, 4.7% active | AID 743279, 2014; in the data active = activity change below about -50%; inconclusive = mostly about -30% to -49%; also: % is scaled to controls: 0 for no effect and ±100 for the full control effect
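THP-1 cells pretreated 1 hr with compounds (up to 57.5 uM final), then stimulated with LPS (250 ng/mL final) plus ATP (1.25 mM final); secreted IL-1B measured by AlphaLISA after 16 hr, decreased signal indicating inhibition.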
Nrf2 ARE act: qHTS of Nrf2 Activators; AREc32 ARE-luciferase reporter (MCF7-derived line), luminescence, 24 h; Potency, µM (doses to about 46.1 µM), without a hit: at the highest dose activation, most hits filed as activators; 410,000 tested, 0.31% active; AID 624171, 2012; also: potency is read from the fitted curve at half-maximal effect; % of control where 0% means no effect; nearly all actives have a fitted effect of over 65% in size
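Cells of the AREc32 ARE-luciferase line are plated in OPTI-MEM containing 5% FBS and left overnight at 37 deg C. Compounds are pinned in, incubation continues 24 hr, and firefly luciferase signal is then measured.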
MCF10A rerep: A quantitative high throughput screen for small molecules that induce DNA re-replication in MCF 10a normal breast cells; MCF 10A DNA re-replication, Hoechst nuclear intensity, 48 h; Potency, µM (titrated, usually from 46.1 µM), for the others: at the highest dose activity, positive = re-replication, usual class: activators; 350,000 tested, 2.9% active; AID 624296, 2012; also: potency is read from the fitted curve at half-maximal effect; % of control where 0% means no effect; nearly all actives have a fitted effect of over 50% in size
HepG2 tox: qHTS for Inhibitors of TGF-b: Cytotox Counterscreen; HepG2 CAGA-GFP viability, ATP luminescence, 18 h; Potency, µM (series often up to 46.1 µM), for the others: top-dose activity change, negative = cytotoxicity, hits mostly cytotoxic; 410,000 tested, 0.76% active; AID 588856, 2011; also: potency is read from the fitted curve at half-maximal effect; some results filed as inactive show a strong effect at the top dose
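HepG2 CAGA-GFP cells (1000/well, DMEM with 1% FBS) received compound, then TGF-beta at 500 pg/mL final, and were incubated 18 hours at 37 degrees C. Viability was read by CellTiter-Glo luminescence. Media-only wells were set as complete cell-killing and DMSO as no toxicity.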
Nrf2 inh: Nrf2 qHTS screen for inhibitors; 360,000 tested, 2.1% active; A549 ARE-Fluc reporter, luciferase luminescence, 18-24 h; AID 504444, 2011; Potency, µM (series often up to 46 µM), for the others: at the highest dose activity change, negative = inhibition, hits mostly inhibitors; also: potency is read from the fitted curve at half-maximal effect; % is scaled to controls: 0 for no effect and ±100 for the full control effect; nearly all actives have a fitted effect of over 60% in size
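Quantitative HTS in A549 cells stably bearing an antioxidant response element-firefly luciferase construct. Inhibition of Nrf2-driven transcription was scored by luminescence after 18-24 h of compound exposure at 37 °C.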
ATXN viability: Viability Counterscreen for Primary qHTS for Inhibitors of ATXN expression | S2 cells (HEK-293 line with an ATXN2-luciferase reporter) viability, CellTiter-Fluor protease fluorescence, 24 h | Potency, µM (highest dose often 56.7 µM), hits mostly cytotoxic | 400,000 tested, 0.49% active | AID 651635, 2014; also: potency is read from the fitted curve at half-maximal effect; nearly all actives have a fitted effect of over 40% in size
Active calls of the source: *; i = inactive; ? = inconclusive; . = no result given; [ ] = another dose, or the depositor's remark. Unless noted, calls follow the shape of the dose curve; as a rule, active = well fitted curve in the direction sought with a large enough effect; inconclusive = small, poorly fitted or top-dose-only effect, or another doubt; inactive = no such curve, though single readings can be large; an effect the other way counts as inactive or inconclusive. Random draw from the library; 8.8% or so of the library scored in one or more.

No.	Compound	MCF10A rerep	IL-1B inflam inh	ATXN2 expr inh	Nrf2 inh	TGFb inhibitor	Nrf2 ARE act	HepG2 tox	A549 tox	ATXN viability
1	CN1CC(=O)N(CC(=O)Nc2cc(Cl)cc(Cl)c2)C1=O	?	-24	-30%	-2%	-12%	0.3%	-33%	6%	i
2	CCOc1ccc(Nc2ccc3nonc3c2[N+](=O)[O-])cc1	-1%	-11	-15%	?	3%	-0.5%	-4%	?	i
3	Cc1cc(=O)[nH]c(SCC(=O)Nc2ccnc3ccccc23)n1	-4%	12	9%	-5%	9%	-0.2%	5%	1%	.
4	Cc1ccc(NC(=O)C2CC(=O)N(Cc3ccccc3)C2)cc1S(=O)(=O)N1CCCCCC1 (stereo not given)	9%	-52*	-22%	?	?	-0.2%	-36%	-14%	i
5	CN1C(C(=O)c2ccccc2)=C(NC(=O)c2ccccc2Br)c2ccccc2S1(=O)=O	.	.	.	?	-12%	0.9%	-20%	-14%	.
6	CCN(CC)S(=O)(=O)c1ccc(C(=O)NCCSc2c(-c3ccccc3)[nH]c3ccccc23)cc1	.	.	-19%	?	?	4.5%	-28%	2%	i
7	CCN1CCC(NC(=O)Nc2cccc(C(F)(F)F)c2)CC1	8%	-15	-1%[11.3 µM]	18%	-1%	-0.2%	13%	0%	i
8	COCCNC(=O)CCc1c(C)nc2c(c(C)nn2-c2ccc(C)c(C)c2)c1C	0%	-8	.	-7%	18%	-0.5%	5%	-13%	?
9	CCCn1c(N)c(C(=O)CSc2nc(C)cs2)c(=O)[nH]c1=O	-6%	-11	6%	-10%	9%	-0.4%	-21%	12%	i
10	COc1ccc(OCCCC(=O)ON=C(N)c2ccccc2C)cc1	13%	-4	.	3%	-4%	-0.7%	-8%	-3%	.
11	CCCCN(C)c1c(C)nc2ccc(C(=O)NCc3ccc4c(c3)OCO4)cn12	.	-12	?	.	?	-0.2%	2%	.	i
12	COc1ccc2c(c1OC)CCC2=O	2%	3	-4%	16%	?	-0.8%	3%	-7%	i
13	C=CCn1c(SCn2nnc3ccccc3c2=O)nnc1-c1ccc(F)cc1	9%	-5	1%	17%	-1%	0.0%	2%	-1%	i
14	CCc1ccccc1NC(=O)Nc1ccc(F)cc1F	-2%	-2	0%	-17%	-23%	-0.1%	-13%	3%	i
15	Cc1cc(N2C(=O)C(O)=C(C(=O)c3ccco3)C2c2cccc(Oc3ccccc3)c2)no1 (stereo not given)	?	24	0%	-14%	-7%	-0.9%	-14%	-14%	i
16	CC1=C/C(=N\N=C2\NC(=O)C(CC(=O)Nc3ccccc3)S2)CC(C)(C)C1 (stereo not given)	-4%	4	.	-16%	-14%	4.2%	-41%	-4%	?
17	Cc1ccc(NC(=O)Cn2cc([N+](=O)[O-])nc2C)cc1C	4%	30	-9%	2%	-1%	-0.5%	-11%	0%	i
18	CCC(c1nnnn1C(C)(C)CC)N(CCCO)Cc1cc2cccc(C)c2[nH]c1=O (stereo not given)	3%	-15	-1%	8%	-12%	1.0%	-3%	-2%	i
19	O=C(CCCn1nnnc1CN1CCOCC1)N1CCC(c2ccc(F)cc2)C1 (stereo not given)	4%	?	1%	-26%	1%	0.1%	-12%	?	i
20	Cc1ccc(-n2nc(C(=O)N(C)c3ccc(C)c(C)c3)c3c4ccccc4n(C)c3c2=O)cc1	.	.	-4%	1%	-17%	0.1%	-3%	4%	i
21	OCC1(Cc2ccccc2)CCCN(Cc2ccc(-c3ccco3)cc2)C1 (stereo not given)	?	-84*	-12%	-4%	-9%	7.9%	-18%	-1%	i
22	Cc1ccc(C)c(CN2C(=O)C(O)(c3c(C)[nH]c4ccccc34)c3ccccc32)c1 (stereo not given)	.	.	.	-7%	?	0.6%	-78%	-6%	.
23	OCCN1CCN(CC(O)COc2ccc(Cl)cc2)CC1 (stereo not given)	?	-9	1%	-12%	4%	0.2%	-5%	-1%	i
24	O=C(Nc1cccc(C(=O)OCc2cc(=O)n3c4c(sc3n2)CCCC4)c1)c1cccc(F)c1	.	.	.	.	?	4.9%	-58%	3%	.
25	NS(=O)(=O)c1ccc(CNC(=O)c2ccc(Cl)cc2[N+](=O)[O-])cc1	2%	8	2%	-18%	-26%	-0.4%	-18%	-2%	i
26	NC(=O)c1ccc(N2CCN(S(=O)(=O)c3cccs3)CC2)c([N+](=O)[O-])c1	0%	-5	.	?	2%	2.8%	-27%	-21%	i
27	COc1cnn(-c2ccccc2)c(=O)c1N(C)C	-4%	1	7%	.	30%	0.1%	2%	-1%	i
28	O=C(CCc1ccccc1)NCCCN1CCOCC1	1%	32	-3%	-7%	-9%	-0.6%	-20%	1%	i
29	COc1ccc(Cn2c(C)nc([N+](=O)[O-])c2SCC(=O)O)cc1[N+](=O)[O-]	15%	32	-8%	-1%	-3%	-0.2%	2%	2%	i
30	COc1ccc(NC(=S)NNC(=O)c2cccnc2)cc1OC	-5%	-1	1%	0%	4%	-0.5%	6%	0%	i
31	Cc1c(Cl)c([N+](=O)[O-])nn1CC(=O)NCCCN1CCOCC1	0%	29	-7%	9%	3%	-0.5%	4%	3%	i
32	Cc1nc(-c2ccc(F)cc2)c(CC(=O)N2CCN(S(=O)(=O)c3cccc(F)c3)CC2)s1	3%	-2	-14%	0%	-7%	-0.9%	-28%	-9%	i
33	c1ccc(C2CN3CCSC3=N2)cc1 (stereo not given)	?	0	0%	.	17%	-0.3%	1%	-12%	i
34	COc1ccccc1C(=O)Nn1c(C)nc2ccccc2c1=O	-1%	-6	0%	9%	-18%	0.1%	10%	0%	i
35	Cc1cc(C(=O)COC(=O)c2ccc(O)cc2)c(C)n1Cc1ccco1	1%	3	86%[activator]	?	1%	0.4%	14%	1%	i
36	CC(C)(C)C(=O)OC/C(N)=N/OC(=O)c1ccc(Cl)c(Cl)c1	-2%	-1	.	-12%	6%	6.3%	-2%	-19%	i
37	CCC1Cc2[nH]c(=S)[nH]c(=O)c2C(c2ccc(Cl)cc2)O1 (stereo not given)	.	18	22%	.	-9%	0.1%	-11%	.	i
38	CCOc1ccccc1Nc1ncnc2ccccc12	1%	38	-5%	-18%	-6%	-0.1%	-37%	-1%	i
39	O=c1[nH][nH]cc1C=Nc1ccccc1O	?	10	-8%	25%	-11%	13µM*	-6%	-10%	i
40	COc1c(F)c(F)c(C(=O)O)c(Nc2ccccc2)c1F	2%	44	3%	-11%	-1%	0.1%	5%	1%	i
41	O=C(CS(=O)(=O)Cc1ccccc1)Nc1cccnc1	4%	11	18%	10%	-3%	0.4%	-33%	-5%	i
42	COc1ccc(NC(=O)Nc2nnc(-c3ccccc3F)s2)cc1	-3%	21	6%	?	7%	?	9%	-5%	i
43	Cc1csc(NC(=O)c2cccn2C)n1	?	0	5%	?	19%	-0.3%	-19%	-2%	i
44	O=C(COC(=O)C1COc2ccccc2O1)NC1CCS(=O)(=O)C1 (stereo not given)	10%	-11	2%	4%	-12%	-0.1%	6%	-6%	?
45	CCOc1ccc(NC(=O)C/C(C)=N/NC(=O)Cc2ccc(Cl)cc2)cc1	-1%	7	-7%	3%	1%	-1.5%	4%	1%	i
46	N#Cc1ccc(OCC(=O)Nc2ccc3[nH]c(=O)[nH]c3c2)cc1	-32%	-9	1%	-1%	5%	0.2%	-2%	11%	i
47	COc1ccc(NC(C)=O)cc1S(=O)(=O)Nc1ccc2c(c1)OCCO2	-5%	-13	?	25%	15%	0.0%	-3%	-1%	?
48	Cc1nn(Cc2ccc(C(=O)NN)cc2)c(C)c1Cl	1%	17	-13%	-32%	-2%	0.4%	9%	4%	i
49	CCNc1nc(NCC)nc(OCCOC(=O)Nc2ccccc2)n1	-37%[inhibitor]	-13	-3%	5%	27%	0.4%	5%	8%	i
50	COc1ccc(S(=O)(=O)N2CCC(C(=O)NCc3ccncc3)CC2)cc1Cl	-6%	-9	-15%	-4%	14%	0.2%	-12%	17%	i

Single records (already shown).
Entry for COc1ccc(NC(=S)NNC(=O)c2cccnc2)cc1OC → MCF10A rerep: -5%; IL-1B inflam inh: -1; ATXN2 expr inh: 1%; Nrf2 inh: 0%; TGFb inhibitor: 4%; Nrf2 ARE act: -0.5%; HepG2 tox: 6%; A549 tox: 0%; ATXN viability: i
Entry for Cc1ccc(NC(=O)Cn2cc([N+](=O)[O-])nc2C)cc1C → MCF10A rerep: 4%; IL-1B inflam inh: 30; ATXN2 expr inh: -9%; Nrf2 inh: 2%; TGFb inhibitor: -1%; Nrf2 ARE act: -0.5%; HepG2 tox: -11%; A549 tox: 0%; ATXN viability: i

Further records.
No.	Compound	MCF10A rerep	IL-1B inflam inh	ATXN2 expr inh	Nrf2 inh	TGFb inhibitor	Nrf2 ARE act	HepG2 tox	A549 tox	ATXN viability
51	CCC(Cc1ccccc1)NC(=O)C1=C(C)C(=O)OC12CCC(C)CC2 (stereo not given)	-5%	15	0%	-4%	-7%	0.3%	-20%	0%	i
52	O=C(NCc1ccc(F)cc1)c1cc(C2CCCCN2S(=O)(=O)c2cccs2)on1 (stereo not given)	.	23	7%	.	-8%	4.1%	-18%	.	i
53	O=C(O)c1ccccc1C(=O)NCc1cccnc1	-1%	11	-5%	.	-7%	0.1%	1%	-2%	i
54	CCc1ccc(NC(=O)C2CCN(S(=O)(=O)c3ccc4[nH]c5c(c4c3)CCCCC5)CC2)cc1	.	.	.	-23%	0%	-0.2%	-16%	-12%	.

Screens: PubChem BioAssay, National Center for Advancing Translational Sciences (NCATS)
